N370S GC – inhibits or activates N370S mutant glucocerebrosidase; P04062; N370S GC spleen homogenate, 4MU-glucoside fluorescence; Potency, µM (series often up to 59.4 µM), for the others: at the highest dose activity change, negative = inhibition, hits mostly inhibitors; AID 2101; 330,000 compounds, 0.092% hits;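 note: 0% = full enzyme activity and -100% = no enzyme basal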
TDP1 block – blocks human tyrosyl-DNA phosphodiesterase 1. recombinant TDP1, AlphaScreen DNA substrate cleavage. Q9NUW8. 350,000 compounds, 0.28% hits. Potency, µM (doses to about 130 µM), inactives show at the highest dose activity change, negative = inhibition, most hits filed as inhibitors; note: nearly all actives have a fitted effect of over 40% in size
Target sequence (Q9NUW8 whole entry, looked up): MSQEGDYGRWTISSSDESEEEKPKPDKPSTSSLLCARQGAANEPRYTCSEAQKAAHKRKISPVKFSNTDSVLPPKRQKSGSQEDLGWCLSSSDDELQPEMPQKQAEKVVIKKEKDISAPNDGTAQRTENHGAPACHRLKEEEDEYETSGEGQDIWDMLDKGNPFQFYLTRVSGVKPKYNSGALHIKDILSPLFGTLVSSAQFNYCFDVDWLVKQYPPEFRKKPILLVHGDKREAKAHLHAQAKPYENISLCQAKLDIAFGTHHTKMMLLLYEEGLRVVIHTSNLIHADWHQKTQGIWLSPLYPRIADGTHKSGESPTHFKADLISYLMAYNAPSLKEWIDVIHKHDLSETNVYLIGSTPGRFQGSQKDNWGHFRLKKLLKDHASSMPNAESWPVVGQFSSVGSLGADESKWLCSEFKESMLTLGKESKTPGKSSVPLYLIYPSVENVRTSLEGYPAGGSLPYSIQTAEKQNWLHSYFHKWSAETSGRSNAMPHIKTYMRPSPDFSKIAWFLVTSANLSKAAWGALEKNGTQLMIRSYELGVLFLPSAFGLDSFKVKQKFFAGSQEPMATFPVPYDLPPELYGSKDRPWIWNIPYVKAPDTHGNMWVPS
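Tdp1 1 nM final; 15 min RT w/ cpd; substrate 15 nM, 5 min; beads 10 ug/ml, 10 min; AlphaScreen read. Neg ctrl: no enzyme.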
FEN1 inhibitor – blocks human flap endonuclease 1. P39748. Recombinant FEN1 flap cleavage, fluorescence, 15 min. 390,000 compounds, 0.35% hits. Potency, µM (top dose mostly 114 µM), for inactives: at the top dose activity change, negative = inhibition, most hits filed as inhibitors; note: nearly all actives have a fitted effect of over 65% in size
Target sequence (P39748 whole entry, looked up): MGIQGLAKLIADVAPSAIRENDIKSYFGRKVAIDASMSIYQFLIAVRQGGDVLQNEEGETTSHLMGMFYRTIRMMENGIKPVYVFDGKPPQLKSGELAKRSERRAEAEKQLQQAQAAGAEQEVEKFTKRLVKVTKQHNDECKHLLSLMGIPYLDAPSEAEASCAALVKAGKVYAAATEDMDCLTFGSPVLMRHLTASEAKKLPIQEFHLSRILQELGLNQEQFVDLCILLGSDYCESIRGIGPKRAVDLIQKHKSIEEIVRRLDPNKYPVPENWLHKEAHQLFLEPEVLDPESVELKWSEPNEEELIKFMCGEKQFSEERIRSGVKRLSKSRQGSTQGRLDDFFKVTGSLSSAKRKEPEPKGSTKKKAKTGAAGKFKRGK
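FEN1 at 10 nM, compound pretreatment for 15 min (room temperature), 50 nM final substrate to initiate; endpoint reads at 0 and 15 min; DMSO-only plates used as vehicle background.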
* hit, by the source's call; u = inconclusive; x = no result given; & = joins results of further samples; [ ] = remark or other dose. Calls come from the whole dose curve; as a rule, active = well fitted curve in the direction sought with a large enough effect; inconclusive = small, poorly fitted or top-dose-only effect, or another doubt; inactive = no such curve, though single readings can be large; an effect the other way counts as inactive or inconclusive. Unless noted, % is set by controls: 0 for no effect and ±100 for the full control effect; potency is the fitted concentration of half-maximal effect.

[1] c1ccc2cc(CN3CCOCC3)ccc2c1
[2] O=C(COC(=O)COc1ccccc1F)NC1CC1
[3] O=C1Nc2ccc(F)cc2C12OCCO2
[4] CCc1nn2c(=O)cc(COC(=O)c3ccccc3NC(=O)C3CCCCC3)nc2s1
[5] COc1ccc(CNC(=O)CN(c2cccc(OC)c2)S(C)(=O)=O)cc1
[6] CCSc1nnc(NC(=O)COc2ccccc2)s1
[7] COc1ccc(C2CC(c3ccccc3)=NN2C(=O)COC(=O)CNC(=O)c2ccccc2)cc1 (stereo not drawn)
[8] Cc1ccc(S(=O)(=O)NN2C(=O)/C(=C/c3ccccn3)SC2=S)cc1

entry no. | 1 | 2 | 3 | 4 | 5 | 6 | 7 | 8
N370S GC | -21% | x | -8% | x | -1% | 6% | -4% | 1%
TDP1 block | 1% | 1% | x | 4% | 0% | 7% | 5% | 4%
FEN1 inhibitor | 4% | 1% | 1% | 1% | 36%[activator] | -2% | 7% | 6%

3 entries from above, sorted by heavy-atom count, largest number first:
[7] COc1ccc(C2CC(c3ccccc3)=NN2C(=O)COC(=O)CNC(=O)c2ccccc2)cc1 (stereo not drawn)
[2] O=C(COC(=O)COc1ccccc1F)NC1CC1
[3] O=C1Nc2ccc(F)cc2C12OCCO2

entry no. | 7 | 2 | 3
N370S GC | -4% | x | -8%
TDP1 block | 5% | 1% | x
FEN1 inhibitor | 7% | 1% | 1%

The list continues.
[9] CNC(=O)c1cc(S(=O)(=O)NCc2ccncc2)ccc1OC
[10] O=C1COc2ccc(-c3cc(-c4ccccc4)c4c(n3)-c3cc(Cl)ccc3OC4)cc2N1
[11] N#Cc1cc2c(nc1SCc1ccccc1)CCCCC2
[12] Cc1cc(CNC(=O)COc2ccc(F)cc2F)c2ccccc2n1
[13] O=C(NC1CCCN(CCc2ccccc2)C1)C1CCCC1 (stereo not drawn)
[14] Cc1onc(-c2ccccc2)c1C(=O)NCc1ccco1
[15] COc1ccc(C=Nc2cccc3ncccc23)cc1
[16] Clc1ccc2nc(CSc3nnc4ccccn34)cn2c1

entry no. | 9 | 10 | 11 | 12 | 13 | 14 | 15 | 16
N370S GC | -1% | x | 27% | -8% | -5% | 2% | 7% | 9%
TDP1 block | 3% | 6% | x | 0% | -1% | 1% | 0% | 0%
FEN1 inhibitor | 25% | -7% | -7% | -3% | -6% | -10% | 0% | -2%

Reformatted with each value named: entries from further up.
8: Cc1ccc(S(=O)(=O)NN2C(=O)/C(=C/c3ccccn3)SC2=S)cc1
  N370S GC = 1%	TDP1 block = 4%	FEN1 inhibitor = 6%
9: CNC(=O)c1cc(S(=O)(=O)NCc2ccncc2)ccc1OC
  N370S GC = -1%	TDP1 block = 3%	FEN1 inhibitor = 25%

(next part)
[17] O=C(Nc1ccc(Oc2ccccc2)nc1)C1CCN(Cc2cccc(F)c2)CC1
[18] CC(C)CN(C(=O)CSc1nnc2ccccn12)c1c(N)n(CC(C)C)c(=O)[nH]c1=O
[19] CC(=O)Nc1cccc(NC(=O)c2ccc3c(c2)CCN3S(C)(=O)=O)c1
[20] COc1cc2c(C(=O)NCCCN3CCN(c4cccc(Cl)c4)CC3)cn(C)c(=O)c2cc1OC
[21] COc1cc(C2NC(=O)NC(C)=C2C(C)=O)ccc1O (stereo not drawn)
[22] COc1ccccc1NC(=S)N(Cc1ccc(C)cc1)Cc1ccccn1
[23] O=C(Nc1ccc(-n2cc(Br)cn2)cc1)c1ccncc1
[24] COc1ccc(N(CC(=O)NCc2ccc(Cl)cc2)S(=O)(=O)c2c(C)n[nH]c2C)cc1

entry no. | 17 | 18 | 19 | 20 | 21 | 22 | 23 | 24
N370S GC | -25% | -5% | -4% | 17% | -5% | 15% | -4% | -7%
TDP1 block | 3%[56.1 µM] | -1% | x | 3% | -3% | 2% | x | 2%
FEN1 inhibitor | -7% | 1% | 15% | 3% | 10% | 14% | 20% | -3%

[25] O=C1CCC(Cc2ccccc2)N1 (stereo not drawn)
[26] CC(C)C(O)(CC#CCN1CCCC1)c1ccccc1 (stereo not drawn)
[27] O=C1C[C@@H](O)[C@@H](O)[C@@H]2[C@H]3C(=O)N(c4ccc(F)cc4F)C(=O)[C@@H]3CC[C@@H]12
[28] Cc1nn(CC#N)c(=O)n1-c1ccc(F)cc1
[29] Cc1ccc(S(=O)(=O)N(C)CC(=O)OCC(=O)N2CC(=O)Nc3ccccc32)cc1
[30] O=C(NCc1ccccc1Cl)c1cnc2n(c1=O)CCS2
[31] CCOC(=O)C(Cc1c[nH]c2ccccc12)NC(=O)COc1ccc(CC)cc1 (stereo not drawn)
[32] Cc1onc(-c2ccccc2Cl)c1C(=O)OCC(=O)c1ccc[nH]1

entry no. | 25 | 26 | 27 | 28 | 29 | 30 | 31 | 32
N370S GC | -1% | 6% | -6%[12.8 µM] | -24% | 0% | u | x | -1%
TDP1 block | 2% | 5% | 6%[21 µM] | 2% | 3% | -2% | 3%[12.3 µM] | x
FEN1 inhibitor | -4% | 17% | x | -3% | 14% | -12% | u | 1%

[33] CC(OC(=O)CN1C(=O)COc2ccccc21)C(=O)NCc1ccc(F)cc1 (stereo not drawn)
[34] CN(C)CCCN(Cc1ccccc1)C(=S)Nc1ccc(F)c(Cl)c1
[35] C=CCn1c(CC#N)nnc1N1CCOCC1
[36] CN(C)c1ccc(CN(CC2CCCO2)C(=O)COc2ccc(Cl)cc2)cc1 (stereo not drawn)
[37] COc1ccc(Cc2nc3ccc(C(=O)NCc4cc(C)no4)cc3o2)cc1
[38] CCCCn1c(N)c(N(CCC(C)C)C(=O)CC2CCCC2)c(=O)[nH]c1=O
[39] O=C(CN1CCCc2ccccc21)Nc1cccc(S(=O)(=O)N2CCOCC2)c1
[40] Cc1ccc(-n2ncc(C(=O)NCCc3c[nH]c4ccccc34)c2C2CCN(C(=O)OC(C)(C)C)CC2)cc1C

entry no. | 33 | 34 | 35 | 36 | 37 | 38 | 39 | 40
N370S GC | -4% | u | 24% | x | -12% | -13% | -5% | x
TDP1 block | x | -8% | -2% | 9% | 3% | -7% | 0% | 8%
FEN1 inhibitor | -1% | -2% | -8% | 8% | 0% | -2% | 16% | -7%

[41] O=C(Cn1cc(C(F)(F)F)ccc1=O)Nc1cccc(S(=O)(=O)N2CCOCC2)c1
[42] O=C(Nc1nccs1)C1CCCN1/C=C/C(=O)C(F)(F)F (stereo not drawn)
[43] Cc1ccc(NS(=O)(=O)c2ccc3c(c2)NC(=O)CO3)cc1Cl
[44] O=C(O)CC/C=C\CC[C@H]1[C@@H](N2CCCCC2)[C@@H](O)C[C@@H]1OCc1ccc(-c2ccccc2)cc1
[45] CCN(CC(=O)Nc1c(F)cccc1F)C(=O)c1ccc(S(=O)(=O)N2CCCCC2)cc1
[46] CCN(CC)CCCC1(CN)OCCc2ccccc21 (stereo not drawn)
[47] N#C/C(=C\c1ccncc1)c1ccccn1
[48] COc1ccc(-n2ncc3c2ncn2nc(-c4ccc(OC)c(OC)c4)nc32)cc1

entry no. | 41 | 42 | 43 | 44 | 45 | 46 | 47 | 48
N370S GC | -20% | 4% | -6% | -30% | -2% | 3% | -7% | x
TDP1 block | -4% | 1% | 5% | 10%[56.1 µM] | x | -1% | x | -1%
FEN1 inhibitor | -2% | 19% | 15% | x | -2% | 8% | -3% | 0%

[49] CCOCCn1c(CN2CCC(Cc3ccccc3)CC2)nc2c1c(=O)n(C)c(=O)n2C
[50] COC(=O)Cn1c(=NC(=O)CCS(=O)(=O)c2ccccc2)sc2c(OC)ccc(OC)c21
[51] COc1ccc(C(=O)CCC(=O)N2CCN(c3cccc(Cl)c3)CC2)cc1
[52] Cc1cccc(N2CCN(C(=O)C3CCN(S(=O)(=O)c4cn(C)cn4)CC3)CC2)c1C
[53] CCC(C)N(CCNC(=O)c1ccc(NC2=NC3CS(=O)(=O)CC3S2)cc1)Cc1ccco1 (stereo not drawn)
[54] Cc1ccc(N=c2c([N+](=O)[O-])nn(-c3ccc4c(c3)OCCO4)n2O)c(Cl)c1
[55] O=S(=O)(/N=C(/Nc1ccc(Cl)c(S(=O)(=O)N2CCOCC2)c1)c1ccc(F)cc1)c1ccccc1
[56] CC(=O)c1sc(NC(=O)c2ccco2)nc1-c1ccccc1

entry no. | 49 | 50 | 51 | 52 | 53 | 54 | 55 | 56
N370S GC | 1% | -14% | -3% | x | 2% | 6% | -23% | -3%
TDP1 block | 6% | 2% | x | 1% | x | 6% | 6% | 1%
FEN1 inhibitor | -12% | -5% | -27% | -2% | -6% | x | -16% | -9%

[57] CCCCN(c1ccc(C(=O)OC)cc1)S(=O)(=O)c1ccccc1
[58] CCOc1ccc(C2C(C(N)=O)=C(C)Nc3nc(SCc4ccccc4)nn32)cc1 (stereo not drawn)
[59] CC(C)[C@H](NS(=O)(=O)c1cccc(C(F)(F)F)c1)C(=O)OCC(N)=O
[60] COc1ccc(-c2cn(Cc3ccc(C(N)=O)cc3)c(CCN)n2)cc1
[61] Cc1ccc(CNC(=O)CCC(=O)Nc2nnc(C(C)C)s2)cc1
[62] COc1ccccc1CN1C(=O)CCC1(C)C(=O)NCc1cccnc1 (stereo not drawn)
[63] COc1ccccc1NC(=O)N1CCn2c(nc3ccccc32)C1
[64] O=C(C1CCN(S(=O)(=O)N2CCOCC2)CC1)N1CCN(c2ccc(F)cc2)CC1

entry no. | 57 | 58 | 59 | 60 | 61 | 62 | 63 | 64
N370S GC | 1% | x | -4% | -6% | -1% | -17% | 6% | -9%
TDP1 block | 2% | -6% | 0% | 3% | 1% | -1% | -2% | 4%
FEN1 inhibitor | -27% | -8% | -5% | -5% | 21% | -15% | -14% | 13%

[65] COc1cccc(/C=C/C(=O)OCC(=O)Nc2cccc(S(=O)(=O)N(C)C)c2)c1
[66] CCCCN1CC(=O)N2Cc3[nH]c4ccccc4c3C[C@H]2C1=O
[67] O=C(CN1C(=O)CSc2ccc(S(=O)(=O)N3CCCC3)cc21)NCc1ccccc1Cl
[68] O=C(NCc1cccnc1)/C(=C/c1ccc(-c2ccc(Cl)cc2)o1)S(=O)(=O)c1ccccc1
[69] Nc1nnc(CC(=O)N/N=C\c2ccc(-c3cccc(Cl)c3)o2)s1
[70] O=C(CSc1nncn1-c1cccnc1)Nc1ccccc1[N+](=O)[O-]
[71] COc1ccc(OCCOC(=O)CNC(=O)c2ccc(Cl)cc2Cl)cc1
[72] CN(C)S(=O)(=O)c1ccc(-c2ccccc2)cc1

entry no. | 65 | 66 | 67 | 68 | 69 | 70 | 71 | 72
N370S GC | -3% | 1% | x | -15% | -7% | 1% | -20% | 4%
TDP1 block | 3% | x | 8% | 5% | x | x | -5% | 0%
FEN1 inhibitor | -4% | 12% | -13% | 17% | -14% | 1% | 4% | 5%

[73] O=C(CCc1c[nH]c2ccccc12)NCC(=O)Nc1ccc(F)c(F)c1F
[74] Clc1ccccc1-c1nnc2sc(-c3ccccn3)nn12
[75] CCc1ccc2[nH]c(=O)c(Cc3ccccc3)c(O)c2c1
[76] Cc1cc(OCC(=O)Nc2ccc(OCc3ccccc3)cc2)nc(C(C)C)n1
[77] CSc1nc2nc3c(cc2c(=O)n1-c1ccccc1C)CCCC3
[78] COc1ccc(NC(=O)CN2CCN(C(C)=O)CC2)cc1S(=O)(=O)N1CCOCC1
[79] CC(=O)Nc1nc2n(n1)C(c1ccc(F)cc1)C=C(c1ccccc1)N2 (stereo not drawn)
[80] CCc1noc(C)c1C(=O)NNC(=O)c1nn(C)c(=O)c2ccccc12

entry no. | 73 | 74 | 75 | 76 | 77 | 78 | 79 | 80
N370S GC | -2% | 23% | u | -2% | u | x | -1% | x
TDP1 block | -3% | 6% | 8% | x | 3% | 2% | 12% | 0%[56.1 µM]
FEN1 inhibitor | 6% | 3% | -10% | -8% | -4% | 3% | 8% | -10%

[81] COc1ccc(-c2cc(C(=O)N3CC4(C)CC3CC(C)(C)C4)no2)cc1 (stereo not drawn)
[82] CN(Cc1cnccn1)C(=O)C1CCC(=O)N(CCc2ccc(Cl)cc2)C1 (stereo not drawn)
[83] NS(=O)(=O)c1ccc(NC(=O)COC(=O)Cn2cnc3ccccc3c2=O)cc1
[84] Cc1cc(C)cc(NC(=O)CSc2nc3c(c(=O)[nH]2)CN(Cc2ccc(F)cc2)CC3)c1
[85] CC(C)C(=O)Nc1ccc(N2CCOCC2)c(S(=O)(=O)Nc2ccccc2Cl)c1
[86] Cc1ccc(NC(=O)c2cnc3ccccc3n2)cc1C
[87] CCOC(=O)C1=C(C)N=C2SCCC(=O)N2C1c1ccc(OC)cc1 (stereo not drawn)
[88] O=c1c2ccccc2ccc2ccc(P(=O)(O)O)cc12
[89] Cc1cccc(/C=N/NC(=O)c2ccc(NC(=O)c3ccc(Cl)cc3)cc2)n1
[90] c1cnc2c(-c3nccc4c3[nH]c3ccccc34)cccc2c1

entry no. | 81 | 82 | 83 | 84 | 85 | 86 | 87 | 88 | 89 | 90
N370S GC | -9% | 5% | x | -3% | x | 8% | -7% | x | 25% | -4%
TDP1 block | 4% | 3% | 1% | 3%&2% | -8% | 7% | 5% | -1% | 7% | 13%
FEN1 inhibitor | 13% | -5% | 3% | 6%&4% | -10% | -15% | x | -6% | 10% | x
